# TDP1 block: blocks human tyrosyl-DNA phosphodiesterase 1; 0.28% of 350,000 active; recombinant TDP1, AlphaScreen DNA substrate cleavage; AID 485290; Potency, µM (highest dose often 130 µM), inactives show top-dose activity change, negative = inhibition, actives largely listed as inhibitors; note: nearly all actives have a fitted effect of over 40% in size
# Target sequence (Q9NUW8 whole entry, looked up): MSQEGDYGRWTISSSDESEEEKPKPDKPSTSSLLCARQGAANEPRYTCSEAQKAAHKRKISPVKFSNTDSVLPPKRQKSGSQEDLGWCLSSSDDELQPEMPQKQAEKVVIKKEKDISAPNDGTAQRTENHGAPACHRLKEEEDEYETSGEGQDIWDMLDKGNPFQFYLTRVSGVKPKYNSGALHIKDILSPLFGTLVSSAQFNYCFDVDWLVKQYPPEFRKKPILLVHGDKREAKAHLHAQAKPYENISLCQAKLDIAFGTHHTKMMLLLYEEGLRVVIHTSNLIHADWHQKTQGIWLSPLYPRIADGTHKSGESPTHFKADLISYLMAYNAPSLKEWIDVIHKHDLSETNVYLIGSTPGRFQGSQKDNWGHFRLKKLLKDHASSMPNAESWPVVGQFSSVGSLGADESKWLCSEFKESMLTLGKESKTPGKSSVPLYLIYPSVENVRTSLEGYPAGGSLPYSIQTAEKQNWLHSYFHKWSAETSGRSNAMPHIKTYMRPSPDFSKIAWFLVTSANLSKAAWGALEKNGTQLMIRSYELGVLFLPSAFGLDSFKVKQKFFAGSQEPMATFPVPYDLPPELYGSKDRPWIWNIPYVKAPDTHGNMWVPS
#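 Recombinant E. coli-expressed Tdp1 (1 nM) preincubated with compound 15 min at RT, then 5'-biotin/3'-phosphotyrosine-FITC DNA substrate (15 nM) added for 5 min. AlphaScreen beads (10 ug/ml) added, 10 min RT; tyrosine-FITC cleavage read as signal loss.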
# N370S GC: inhibitors or activators of N370S glucocerebrosidase for Gaucher disease; P04062; N370S GC spleen homogenate, 4MU-glucoside fluorescence; Potency, µM (top dose mostly 59.4 µM), without a hit: top-dose activity change, negative = inhibition, hits mostly inhibitors; 0.092% of 330,000 active; AID 2101;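 note: 0% = full enzyme activity and -100% = no enzyme basal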
# DT40 TDP1 no CPT: qHTS for Inhibitors of human tyrosyl-DNA phosphodiesterase 1 (TDP1): qHTS in cells in absence of CPT; DT40 Tdp1-/- hTDP1 cells, no CPT, ATP luminescence, 48 h; 15% of 420,000 active; Potency, µM (highest dose often 46.2 µM), inactives show at the top dose activity change, negative = growth inhibition, most hits filed as inhibitors; note: nearly all actives have a fitted effect of over 55% in size
#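 Growth of hTDP1-complemented DT40 Tdp1-knockout cells is measured by ATP luminescence after at least 48 hr compound exposure at 37 °C, with DMSO substituting for the 20 nM CPT used in the parallel screen.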
# Numbers without * were called inactive; ? = inconclusive; / = not tested or not shown; & = joins results of further samples; [ ] = dose if it differs, or a comment. Calls come from the whole dose curve; as a rule, active = well fitted curve in the direction sought with a large enough effect; inconclusive = small, poorly fitted or top-dose-only effect, or another doubt; inactive = no such curve, though single readings can be large; an effect the other way counts as inactive or inconclusive. Unless noted, % is set by controls: 0 for no effect and ±100 for the full control effect; potency is the fitted concentration of half-maximal effect. These rows are one share of the data; the hit share may differ from the screen's.
# Values in the order – TDP1 block	N370S GC	DT40 TDP1 no CPT
- Cc1ccc2c(c1)C(c1ccccc1)N(C(=O)C(C)C)CC(=O)N2 (stereo not given)
 : -1%	2%	?
- Cc1sc2c(c1C)c(=O)n(-c1ccccc1)c(=O)n2CC(=O)c1ccc(Cl)cc1
 : 2%	/	16µM*
- CN(C)CCNC(=O)C(=O)NCC1OCCCN1S(=O)(=O)c1cccs1 (stereo not given)
 : 0%	-18%	2%
- CC(=O)Nc1ccc(S(=O)(=O)N(C)CC(=O)OCC(=O)Nc2cccnc2Cl)cc1
 : 3%	4%	-3%
- CC1CCCCN1C(=O)CSc1nc(C2CC2)nc2c1cnn2-c1ccccc1 (stereo not given)
 : 9%	-17%	?
- N#Cc1cc([N+](=O)[O-])ccc1Oc1ccc(-c2nnco2)cc1
 : 5%	1%	?
- COc1cccc(N2CCN(C(=O)c3cc4c(OC)c(OC)c(OC)cc4[nH]3)CC2)c1
 : /	-12%	?
- Cc1ccc(-c2nc(CS(=O)(=O)CC(=O)NC3CCC(C)CC3)c(C)o2)cc1 (stereo not given)
 : 3%	-6%	?
- COc1cccc2c1C(=O)CC2NC(=O)C(F)(F)F (stereo not given)
 : 3%	-14%	-17%
- Nc1ccc2nc(-c3ccccc3)[nH]c2c1
 : 8%	-20%	?
- NC(=O)c1c(-c2cccs2)csc1N
 : 5%	-6%	-7%
- O=C(COc1ccccc1)Nc1cccc(-c2nn[nH]n2)c1
 : -5%	0%	12%
- CCn1c(=O)c2c3c(sc2n2c(=S)[nH]nc12)CCC3
 : 1%	12%	-25%
- Cc1cc2ncn(S(=O)(=O)c3ccc(F)cc3)c2cc1C
 : /	-1%	1%
- CC(=O)Nc1ccc(SCC(=O)Nc2sccc2C#N)cc1
 : -2%	9%	8%

# Next section; the last 3 above are carried over.
# Values in the order – TDP1 block	N370S GC	DT40 TDP1 no CPT
- CCn1c(=O)c2c3c(sc2n2c(=S)[nH]nc12)CCC3
 : 1%	12%	-25%
- Cc1cc2ncn(S(=O)(=O)c3ccc(F)cc3)c2cc1C
 : /	-1%	1%
- CC(=O)Nc1ccc(SCC(=O)Nc2sccc2C#N)cc1
 : -2%	9%	8%
- COCCCn1c(-c2ccc(OC)cc2)nc2c1c(=O)[nH]c(=O)n2Cc1ccccc1
 : 2%	?	-17%
- Cc1ccc(CNC(=O)c2ccc(S(=O)(=O)Nc3c(C)n(C)n(-c4ccccc4)c3=O)cc2)cc1
 : 4%	-18%	21µM*
- O=c1[nH]c(=O)n(Cc2ccccc2)c2nc(-c3ccco3)cc(C(F)(F)F)c12
 : 3%	11%[2.35 µM]	-19%
- COc1cc(OC)cc(C(=O)NC(=S)Nc2cc3oc4ccccc4c3cc2OC)c1
 : -3%	-9%	9%
- Cc1oc2c(c(C)cc3oc(=O)c(CC(=O)NCCc4ccc(Cl)cc4)c(C)c32)c1C
 : 7%	/	2%
- Cc1ccc(N2CC(NC(=O)CCCc3ccccc3)CC2=O)cc1 (stereo not given)
 : -3%	/	-5%
- Cc1ccccc1OC(=O)c1cccc(S(=O)(=O)N2CCN(C)CC2)c1
 : 1%	/	-21%
- CCCCn1cnc2c([nH]c3ccccc32)c1=O
 : 4%	23%	-19%
- CCOC(=O)c1c(C)oc(/N=C/c2ccccc2O)c1C#N
 : 5%	9%	-3%
- COC(=O)C(NS(=O)(=O)c1ccccc1Br)C(C)C (stereo not given)
 : 5%	0%&5%	1%
- CCOC(=O)[C@@H]1[C@H]2COc3ccccc3[C@@H]2N2C(=O)N(c3ccc(F)cc3)C(=O)[C@@]12C
 : /	0%	-15%
- COc1ccccc1C(=O)N/C(=C/c1ccco1)C(=O)Nc1ccc(C(=O)O)cc1
 : -1%	0%	-16%
- Cn1c(-c2ccc3c(c2)OCO3)c(C(=O)O)c(=O)c2ccccc21
 : 5%	-2%	3%
- COc1cccc(NC(=O)CCc2c(C)nc3nc(CNC(=O)c4cccc(F)c4)nn3c2C)c1
 : 0%&0%	-1%	?
- CCC(C)[C@H](NC(=O)[C@H](Cc1ccccc1)n1c(=O)[nH]c2ccccc2c1=O)C(=O)N1CCC(C(=O)O)CC1 (stereo not given in full)
 : /	?	-8%
- Cc1nc(-c2cccc(S(=O)(=O)N3CC(C)CC(C)C3)c2)cs1 (stereo not given)
 : 3%	8%	13µM*
- COc1cccc(C2c3c(oc4cc(C)cc(C)c4c3=O)C(=O)N2CCc2ccc(OC)c(OC)c2)c1 (stereo not given)
 : 7%	/	4%
- COC(=O)CCC(=O)Nc1c(C)n(C)n(-c2ccccc2)c1=O
 : 8%	1%	-6%
- COc1cccc(COC(=O)c2nn(-c3ccccc3)nc2N)c1
 : -4%&-6%	19%	-9%&1%
- Cc1cc(C)c(C)c(S(=O)(=O)NCCCN2CCOCC2)c1C
 : 5%	-11%	1%
- CC1CN(C(=O)CCC(=O)NCc2cccc(Cl)c2)c2ccccc2S1 (stereo not given)
 : -1%	/	-28%
- Cc1ccc(-c2nnn(CC(=O)N(Cc3ccc(F)cc3)C(C(=O)NC3CCCC3)c3ccncc3)n2)o1 (stereo not given)
 : 5%	-4%	-25%
- Cc1ccc(C(=O)Nc2ccccc2C(=O)N2CCN(c3ccccc3)CC2)cc1
 : 1%	-6%	-7%
- COc1ccc(C(O)(C2CCCCC2)C(CN2CCCC2)c2ccccc2)cc1 (stereo not given)
 : /	-15%	18µM*
- COc1cccc(CSc2nc3n(n2)C(c2cccc(F)c2)C(C(=O)Nc2ccccc2C)=C(C)N3)c1 (stereo not given)
 : 3%	/	-3%
- COc1ccc(C(c2c(N)[nH]c(=S)[nH]c2=O)c2c(N)[nH]c(=S)[nH]c2=O)cc1
 : /	-29%	-12%
- CC(C)CCn1nnnc1C(c1ccc(F)cc1)N1CCC(C(N)=O)CC1 (stereo not given)
 : 7%	-2%	-27%
- Cn1cc(CN2CCCCC2C(=O)Nc2ccc(-n3cccn3)cc2)cn1 (stereo not given)
 : 3%	0%	8%
- CC(=O)c1cccc(NC(=O)C2CCN(C(=O)c3ccc([N+](=O)[O-])cc3)CC2)c1
 : -1%	-7%	?
- Cc1nc(-c2cccnc2)sc1C(=O)Nc1cccc(C(F)(F)F)c1
 : 2%	-11%	18µM*
- CN1CCN(C(=S)NC(=O)/C=C/c2ccccc2Cl)CC1
 : -3%	-13%	-2%
- CCOC(=O)CSc1nnc(-c2cc(OC)c(OC)c(OC)c2)o1
 : 2%	0%	-7%
- O=C(NC1CC2CCC1C2)C1CCN(S(=O)(=O)c2ccc(-c3nn[nH]n3)cc2)CC1 (stereo not given)
 : 6%	4%	6%
- O=C(COC(=O)c1cc(-c2ccccc2)nc2ccccc12)c1ccc(Br)cc1
 : 3%	/	?
- CN(C)C1=NCCN1CCC1CCCC1
 : /	2%	?
- CC1(C)CC(=O)C2=C(C1)N(Cc1cccnc1)C(=O)C2(NC(=O)c1ccc(F)cc1)C(F)(F)F (stereo not given)
 : 1%	3%	3%
- Cc1ccc(CS(=O)Cc2ccc(C(=O)N3CCN(C4CCCCC4)CC3)o2)cc1 (stereo not given)
 : 4%	-6%	3%
- CC1CCN(CCCNC(=O)COc2cc(=O)n(C)c3ccccc23)CC1
 : 1%	1%	-4%
- CCCCC1=CC2=CC(=O)C(C)(OC(=O)c3ccc(Cl)nc3)C(=O)C2=CO1 (stereo not given)
 : -1%	-4%	/
- CCN(CC)S(=O)(=O)c1ccc(-c2csc(=Nc3cccc(C(F)(F)F)c3)n2Cc2ccc3c(c2)OCO3)cc1
 : -2%	/	9.2µM*
- CCOc1ccccc1C(=S)NC1CCCCC1
 : 3%	-11%	-10%
- COc1ccc(OC)c(C2C(C(=O)Nc3nc4ccccc4s3)=C(C)NC3=C2C(=O)CCC3)c1 (stereo not given)
 : 2%	13%	?
- Cc1ccccc1NC(=O)c1ccc2c(O)c(S(=O)(=O)c3ccccc3)c(=O)[nH]c2c1
 : 3%&0%	-3%	14%&1%
- COc1ccccc1C1=NOC(Cn2c(NCCOCCO)nc3c2c(=O)n(C)c(=O)n3C)C1 (stereo not given)
 : /	2%	?
- NC(=O)C1CCN(C(=O)c2cccc3ccccc23)CC1
 : /	-1%	1%
- CN1CCc2cc3c(cc2[C@@H]1[C@@H]1C(=O)Oc2c1ccc1c2OCO1)OCO3
 : 13%[56.1 µM]	3%	-13%
- CC(=O)N1CCSc2ccc(S(=O)(=O)NCc3ccc(F)cc3)cc21
 : 2%	4%	?
- Cc1cc(Cl)ccc1NC(=O)CCC(=O)N/N=C/c1cc([N+](=O)[O-])ccc1O
 : 2%	6%	8.2µM*
- O=C(Nc1ccccc1Cl)N1CCC(CN2CCCC2)CC1
 : 6%	/	0%
- Cc1ccc(-c2nnc(Nc3ccc(C(N)=O)cc3)c3ccccc23)cc1S(=O)(=O)N1CCCCC1
 : 0%[12.3 µM]	/	?
- O=S(=O)(Nc1ccc(S(=O)(=O)N2CCCC2)cc1)c1ccccc1Br
 : 4%	/	0%
- COc1ccc(Br)cc1C(=O)Nc1ccccc1-c1ccccc1
 : -7%	2%	29µM*
- Cc1cccc(NC(=O)CSCC(=O)N2CCCc3ccccc32)c1
 : 0%	-7%	-3%
- C=CCn1c(SCC(=O)N2CCc3ccccc3C2)nc2sc(C)c(C)c2c1=O
 : 0%	?	?
- O=C(Nc1ccc(Br)cc1)c1cccc(N2C(=O)CCC2=O)c1
 : -4%	-10%	-15%
- O=C(Nc1ccc(N2CCOCC2)c(C(=O)O)c1)c1ccco1
 : 4%	5%	/
- COC(=O)c1ccccc1NC(=O)c1cc2sccc2n1C
 : 2%	-3%	-15%
- Cc1cc(=O)n(Cc2ccc(OC(C)C)cc2)c(=S)[nH]1
 : 2%	3%	-21%
- O=C(Cn1cc(C(F)(F)F)ccc1=O)N1CCN(S(=O)(=O)c2ccc(Cl)cc2)CC1
 : 0%	2%	-7%
- COc1ccccc1-c1cc(N)n(S(=O)(=O)c2cccc3nsnc23)n1
 : 6%	5%	?

# The list goes on.
# Values in the order – TDP1 block	N370S GC	DT40 TDP1 no CPT
- Cc1ccc(/C=N/NC(=O)c2sccc2OCc2ccc(F)cc2)cc1
 : 6%	8%	18µM*
- CC1CCc2sc(C(=O)N/N=C/C3CCCCC3)cc2C1 (stereo not given)
 : 3%	6%	-5%
- CCCCCCCCC(=O)NCCOc1ccccc1
 : 0%	0%	3%
- COc1ccccc1C(CNC(=O)c1cc(S(=O)(=O)N2CCOCC2)ccc1C)N1CCCC1 (stereo not given)
 : -2%	/	14%
- CN(CC(=O)Nc1ccccc1Br)C(=O)CNC(=O)C1CCCCC1
 : 2%	/	-19%
- CCOC(=O)C(=O)NC12CC3CC(CC(C3)C1)C2
 : 4%	29%	-10%
- CCCCOc1ccc(C(=O)N(Cc2ccccc2)C2CCS(=O)(=O)C2)cc1 (stereo not given)
 : 4%&1%	-4%	?
- CCN(CC)CCCNC(=O)C1c2ccccc2Oc2ccccc21
 : 6%	1%	-14%
- Fc1ccccc1Cc1noc(CN2CCN(c3ccc(Cl)cn3)CC2)n1
 : -3%	18%	?
- COc1ccc(Nc2nc(=O)c3cc([N+](=O)[O-])ccc3s2)cc1
 : /	0%	26%
- Cc1cccc(C(=O)Nc2ccccc2C(=O)OCc2cc(=O)n3nc(C4CC4)sc3n2)c1
 : -4%	/	4%
- Cc1oc(-c2cccc(Cl)c2)nc1CN1CCC(C(=O)N2CCN(c3ccccc3F)CC2)CC1
 : /	-11%	18µM*
- COc1ccc(C(=O)C(C)[n+]2ccc(-c3nnc4n3CCCCC4)cc2)cc1 (stereo not given)
 : 3%	-2%	-3%
- CCCCN(C)C(=O)c1ccc(S(=O)(=O)N2CCOCC2)cc1
 : 3%	/	-20%
- COc1ccc(C2C3=C(CC(C)(C)CC3=O)Nc3c2c(=O)n(C)c(=O)n3C)cc1OC (stereo not given)
 : 1%	1%	?

# The closing 2 entries of the section before open the next one:
# Values in the order – TDP1 block	N370S GC	DT40 TDP1 no CPT
- CCCCN(C)C(=O)c1ccc(S(=O)(=O)N2CCOCC2)cc1
 : 3%	/	-20%
- COc1ccc(C2C3=C(CC(C)(C)CC3=O)Nc3c2c(=O)n(C)c(=O)n3C)cc1OC (stereo not given)
 : 1%	1%	?
- OCC1CCCN1C(=S)Nc1ccccc1 (stereo not given)
 : 5%	-7%	-11%
- CN1/C(=C\C(=O)c2ccco2)c2ccccc2CC1(C)C
 : -4%	7%	?
- O=C(NCC(=O)N(Cc1cccs1)C(C(=O)NC1CCCCC1)c1ccncc1)c1ccco1 (stereo not given)
 : 2%	-1%	-22%
- CC(C)(C)C1=C(C#N)C(c2cccnc2)C(C#N)=C(N)O1 (stereo not given)
 : 2%	7%	?
- CCOc1ccc(CNC(=O)Cn2nc(C)c3nn(-c4ccc(Cl)cc4)c(C)c3c2=O)cc1OC
 : 3%	/	18µM*

# Record cards (already shown). Order of screens: TDP1 block, N370S GC, DT40 TDP1 no CPT
# Profile of COc1ccc(Br)cc1C(=O)Nc1ccccc1-c1ccccc1 : -7%, 2%, 29µM*
# Profile of Cc1cc2ncn(S(=O)(=O)c3ccc(F)cc3)c2cc1C : /, -1%, 1%

# Compound activity (PubChem)
